Bioassay records from PubChem BioAssay.
N370S GC mod: qHTS Assay for Inhibitors and Activators of N370S glucocerebrosidase as a Potential Chaperone Treatment of Gaucher Disease; Lysosomal acid glucosylceramidase (Homo sapiens), P04062; N370S GC spleen homogenate, 4MU-glucoside fluorescence; Potency, µM (highest dose often 59.4 µM), for inactives: top-dose activity change, negative = inhibition, most hits filed as inhibitors; hit rate 0.092% among 330,000; AID 2101, 2009;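 note: 0% = full enzyme activity and -100% = no enzyme basal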
KAT2A inh: qHTS Assay for Inhibitors of GCN5L2; Potency, µM (highest dose often 58.9 µM), for the others: at the top dose activity change, negative = inhibition, most hits filed as inhibitors; AID 504327, 2011; Histone acetyltransferase KAT2A (Homo sapiens), Q92830; hit rate 0.21% among 390,000; GCN5L2 HAT assay, ThioGlo1 CoA-SH fluorescence
Target sequence (Q92830 whole entry, looked up): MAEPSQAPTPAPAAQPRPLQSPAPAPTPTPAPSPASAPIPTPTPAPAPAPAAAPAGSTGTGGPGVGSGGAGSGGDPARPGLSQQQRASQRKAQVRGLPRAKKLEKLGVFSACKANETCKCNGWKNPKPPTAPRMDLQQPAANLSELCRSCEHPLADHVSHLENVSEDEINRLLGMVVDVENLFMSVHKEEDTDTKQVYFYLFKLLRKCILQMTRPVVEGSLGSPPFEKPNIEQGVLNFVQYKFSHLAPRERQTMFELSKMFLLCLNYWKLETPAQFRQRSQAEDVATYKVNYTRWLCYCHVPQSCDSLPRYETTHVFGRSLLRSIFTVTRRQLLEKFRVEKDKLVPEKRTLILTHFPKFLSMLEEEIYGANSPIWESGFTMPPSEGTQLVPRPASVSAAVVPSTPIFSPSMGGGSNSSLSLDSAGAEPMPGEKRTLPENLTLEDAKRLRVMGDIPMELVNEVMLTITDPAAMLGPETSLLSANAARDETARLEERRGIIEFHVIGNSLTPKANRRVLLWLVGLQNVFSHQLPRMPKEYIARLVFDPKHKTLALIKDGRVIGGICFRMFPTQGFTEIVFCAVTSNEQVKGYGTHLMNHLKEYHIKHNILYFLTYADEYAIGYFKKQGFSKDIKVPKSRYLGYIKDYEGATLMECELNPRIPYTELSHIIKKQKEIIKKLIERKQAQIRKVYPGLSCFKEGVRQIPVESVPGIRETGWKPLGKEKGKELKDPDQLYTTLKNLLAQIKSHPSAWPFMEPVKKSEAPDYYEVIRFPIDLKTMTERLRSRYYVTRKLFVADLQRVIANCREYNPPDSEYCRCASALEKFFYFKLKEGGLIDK
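Fluorescence readout, Ex340nm/Em540nm: ThioGlo1 (50uM final) reacts with free CoA thiol released as 20nM GCN5L2 acetylates H3(1-25) peptide (75uM) using acetyl-CoA (70uM). Compound and enzyme sat 15 min beforehand; 20 min room-temperature reaction.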
FEN1 inhibitor: qHTS Assay for the Inhibitors of Human Flap endonuclease 1 (FEN1) | hit rate 0.35% among 390,000 | AID 588795, 2011 | Potency, µM (titrated, usually from 114 µM), without a hit: at the top dose activity change, negative = inhibition, actives largely listed as inhibitors | Recombinant FEN1 flap cleavage, fluorescence, 15 min; note: nearly all actives have a fitted effect of over 65% in size
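FEN1 at 10 nM preincubated with compounds 15 min at room temperature, then flap DNA substrate added at 50 nM final. Signal read at 0 and 15 min; concentration-response fitted with four-parameter Hill equation.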
* marks the source's active call; other numbers are inactive results; ? = inconclusive; . = no result given; & = joins results of further samples; [ ] = remark or other dose. Calls come from the whole dose curve; as a rule, active = well fitted curve in the direction sought with a large enough effect; inconclusive = small, poorly fitted or top-dose-only effect, or another doubt; inactive = no such curve, though single readings can be large; an effect the other way counts as inactive or inconclusive. Unless noted, % is set by controls: 0 for no effect and ±100 for the full control effect; potency is the fitted concentration of half-maximal effect.

SMILES	N370S GC mod	KAT2A inh	FEN1 inhibitor
CC(=O)c1c(C)[nH]c(C(=O)NNC(=O)COc2ccc(Cl)cc2C)c1C	-2%	-4%	-6%
CCC(C(=O)NCc1cccc(Br)c1)n1nc(C)c2c(C)n(-c3ccccc3)nc2c1=O (centres undefined)	.	-6%	11%
CC1Cc2ccccc2N1C(=O)COC(=O)Cn1nnc(-c2ccccc2)n1 (centres undefined)	-18%	-3%	3%
COc1ccccc1C(=O)Nc1nnc(SCC(=O)NCC2CCCO2)s1 (centres undefined)	-20%	1%	-7%
CC1=C(C(=O)OCC2CCCO2)C(c2ccccc2)NC(=O)N1 (centres undefined)	-3%	-1%	-1%
COc1ccc(/C=C2/SC(=S)N(CCCC(=O)Nc3ccc(O)cc3)C2=O)cc1OC	-1%	-3%	-15%
CCCCCn1c(SCC(=O)CC(=O)OCC)nc2cc(C(=O)N3CCC(C(N)=O)CC3)ccc2c1=O	-8%	0%	4%
CCCCOc1ccc(CNC(=O)NS(=O)(=O)c2ccc(OCC)cc2)cc1	4%	-6%	-8%
COc1ccc(C2=NN(C(C#N)c3ccc(OC)c(OC)c3)C(c3ccccc3)C2)cc1 (centres undefined)	2%	-13%	-3%
CCN(C(=O)c1ccc2c(c1)OCO2)C12CC3CC(CC(C3)C1)C2	.	-7%	-11%
O=C(C1CCN(S(=O)(=O)c2ccccc2)CC1)N1CCN(Cc2ccccc2)CC1	0%	-26%	6%
C=CCN1C=C2C(=O)C(C)(OC(=O)c3cnc4ccccc4n3)C(=O)C=C2C=C1/C=C/COC (centres undefined)	-2%[12.8 µM]	.	-17%
CCCNC(=O)c1cc(-c2ccco2)on1	4%	-3%	10%
Cc1ccc(/C=C/C(=O)OCC(=O)NC(=O)NCc2ccccc2)cc1	.	-5%	-4%
CC(=O)N1c2ccc(S(=O)(=O)NCC3CCC(C(=O)N4CCC(C)CC4)CC3)cc2CC1C (centres undefined)	-4%	-1%	-9%
Cc1ccccc1NS(=O)(=O)c1ccc(C(=O)NCC(c2ccco2)N2CCCCC2)cc1 (centres undefined)	-13%	-4%	1%
COc1ccccc1NC(=O)COc1ccc(Br)cc1CNC1CCCC1	27%	13%	-12%
Cn1c(SCC(=O)c2ccc(O)c(O)c2)nnc1-c1ccccc1	-9%	19%	-7%
CC(C)CCN1CCNC(=O)C1CC(=O)Nc1ccc(F)cc1 (centres undefined)	-4%	-5%	-3%
CCC1=NN(C(=O)C(=O)Nc2ccccc2OC)C(O)(C(F)(F)F)C1 (centres undefined)	13%	-4%	27%
COC(C[C@H]1O[C@@H]1[C@H](O)COCc1ccccc1)OC	-2%	-4%	-15%
Cc1[nH]nc(N=CC2=C(O)CC(C)(C)CC2=O)c1-c1ccccc1	7%	-1%	-4%&-7%
CC(=O)Nc1ccc(Cc2ccncc2)cc1	-2%	-4%	-8%
CC1=C(C(N)=O)C(c2ccc(F)cc2)n2nc(CCCO)nc2N1 (centres undefined)	-7%	-17%	16%
CCC1(C)OCC(Cn2c3ccccc3c3ccccc32)O1 (centres undefined)	5%	0%	.
CCOCCCNCc1cccc(OC)c1	0%	1%	-14%
O=[N+]([O-])c1ccc(NNS(=O)(=O)c2cc(Cl)ccc2Cl)nc1	-17%	-21%	7%
Cc1nn(CCC(=O)NNC(=S)Nc2ccc(F)cc2)c(C)c1[N+](=O)[O-]	6%	-5%	34%
CS(=O)(=O)NN1C(=O)c2ccccc2NC1c1cc2ccccc2nc1Cl (centres undefined)	2%	0%	-17%
CC(CC(=O)N(C)C1CCCCC1)S(=O)(=O)c1ccc2c(c1)NC(=O)CO2 (centres undefined)	-5%	1%	12%
O=C(C1CCN(S(=O)(=O)c2ccc(Br)s2)CC1)N1CCN(c2cccc(Cl)c2)CC1	.	-11%	13%
O=S(=O)(c1ccc(F)cc1)N1CCCNCC1	1%	2%	1%
CCOC(=O)c1[nH]c2ccccc2c1NC(=O)C1CCCC1	12%	-2%	2%
CCN(CC)CCCNc1nc2ccccc2[nH]1	-1%	0%	-4%
Cc1ccc(/C=N/NC(=O)c2ccc3ccccc3c2)s1	2%	-18%	-14%
CCOC(=O)CSc1nc2sc3c(c2c(=O)n1C1CCCCC1)CCN(C)C3	0%	-6%	3%
CCCCc1cc(=O)oc2c(C)c(OCC(=O)NCC3CCC(C(=O)O)CC3)ccc12 (centres undefined)	0%	-13%	15%
CCOC(=O)c1cccc(Nc2c3c(nc4ccccc24)CCC3)c1	.	-10%	?
COCCNc1ccc2cc(S(=O)(=O)N3CCCCC3)ccc2n1	.	-10%	20%
O=C(NCCC1=CCCCC1)c1cccc2c1C(=O)N(C1CCCCC1)C2	29%	-7%	-18%
CCCCCc1nnc(NC(=O)C2=COCCO2)s1	1%	-5%	-1%
O=C(NCc1ccc(Cl)cc1)c1ccc(CS(=O)Cc2cccc(Cl)c2)o1 (centres undefined)	-5%	-1%	15%
CCOC(=O)c1c(NC(=O)c2ccc(OC)c(OC)c2)sc2c1CCCCC2	.	-3%	-1%
O=C(COc1ccc(Cl)cc1)NCCc1csc(-c2cccc(F)c2)n1	.	-13%	11%
O=C1CCc2cc(NS(=O)(=O)c3ccc([N+](=O)[O-])cc3)cc3c2N1CC3	-7%	-11%	19%
CCOC(=O)CNS(=O)(=O)c1c(C)noc1C	4%	3%	-1%
O=C(c1ccccc1C(=O)N1CCN(c2ccc(F)cc2)CC1)N1CCN(c2ccc(F)cc2)CC1	18%	-2%	-14%
O=C(Nc1cc2c3c(c1)CC(=O)N3CCC2)C1CCCCC1	0%	0%	6%
CCOC(=O)C1CCN(C(=O)Cn2cnc3sc(C)c(S(=O)(=O)N4CCCCC4)c3c2=O)CC1	-3%	1%	-1%
CCn1cc(C(=O)NC(C)c2ccccc2)c(=O)c2cc(S(=O)(=O)N3CCc4ccccc4C3)ccc21 (centres undefined)	.	-6%	-12%
CSc1ccccc1C(=O)N1CCc2ccccc2C1	4%	-2%	5%
CC(=O)OCCOCn1cnn2c(=O)c(Br)c(C)nc12	6%	-12%	6%
Cc1ccc(OCC(=O)NNC(=O)C(=O)N2CCCC2)c(C)c1	1%	1%	-3%
COc1ccc(NC(=O)CN2CCN(S(=O)(=O)c3ccc(F)cc3)CC2)cc1Cl	4%	-5%	-12%
Cc1cccc(NC(=O)CN2C(=O)c3ccccc3Sc3ncccc32)c1C	.	-9%	1%
Cn1c(=O)c2sccc2n2c(CCC(=O)NCc3ccc(Cl)cc3)nnc12	.	-4%	-1%
Cc1cc(C)c(C(=O)Nc2ccc(Br)c(C(F)(F)F)c2)c(C)c1	-4%	-14%	-16%
Cc1cc(C)c2cc(C(=O)N3CCN(c4ncccc4C(F)(F)F)CC3)[nH]c2c1	13%	-17%	-9%
N#C/C(=C/c1ccc(CNC(=O)C(=O)Nc2cc(Cl)cc(Cl)c2)o1)C(=O)NCc1cccnc1	4%	0%	4%
O=c1c2ccccc2nc(COc2ccccc2)n1/N=C/c1ccc(O)cc1O	7%	-12%	-23%
Next records follow:
SMILES	N370S GC mod	KAT2A inh	FEN1 inhibitor
COCCCNC(=O)c1cc2c(=O)oc3ccc(C)cc3c2s1	.	-3%	12%
O=C(CCS(=O)(=O)c1ccc(Cl)cc1)Nc1ccc(N2CCOCC2)cc1	2%	-1%	-4%
O=S(=O)(Nc1ccc(S(=O)(=O)N2CCCC2)cc1)c1ccc(F)cc1F	.	-5%	-4%
O=C(c1ccccc1)N1N=C(c2ccccc2)CC1c1ccc2nccnc2c1 (centres undefined)	?	-7%	-7%
C=CCn1c(SCC(=O)c2ccc(OC)cc2)nnc1-c1cc2cccc(OC)c2o1	3%	9%	-2%
CCOC(=O)CSc1nnc2n(-c3ccccc3)c(=O)c3c4c(sc3n12)COC(C(C)C)C4 (centres undefined)	.	-9%	-3%
CCn1cc(C(=O)OCC(=O)NCc2ccc3c(c2)OCO3)c(=O)c2ccc(C)nc21	5%	3%	15%
CC(=O)c1ccc(NC(=S)NCc2ccco2)cc1	2%	-3%	-4%
CCOc1ccc(OCC)c(NC(=O)CCCN2C(=S)NC(C)(C)CC2C)c1 (centres undefined)	7%	-4%	2%
Cc1ccc(Cl)c(Cn2cnc3c(cnn3C(C)(C)C)c2=O)c1F	.	?	3%&6%
Fc1ccc(-c2nc(Nc3cccc(Cl)c3)nc3c2COc2ccccc2-3)cc1	.	-7%	-1%
Oc1ccccc1/C=N/[n+]1ccccc1	1%	-10%	21%
N#Cc1ccc(S(=O)(=O)N2CCN(Cc3cccs3)CC2)cc1	.	-1%	14%
CCCNC(=O)c1cn(CC)c2cc(N3CCN(C)CC3)c(F)cc2c1=O	17%	-1%	11%
O=C(NC1(C(F)(F)F)NC(=O)N(c2ccc(F)cc2)C1=O)c1ccncc1 (centres undefined)	-14%	-1%	-4%
O=c1[nH]c(/C=C\c2ccc(O)cc2)nc(O)c1[N+](=O)[O-]	-12%	-25%	-11%
COC(=O)c1ccc2c(=O)[nH]c(COC(=O)c3cccc(S(=O)(=O)N4CCOCC4)c3)nc2c1	-4%	0%	-4%
CCS(=O)(=O)N1CCC(C(=O)N2CCN(Cc3ccccc3)CC2)CC1	-2%	-2%	4%
O=[N+]([O-])c1ccc(Cl)c(CN2CCSCC2)c1	0%	-3%	6%
Cn1c(=O)c2sccc2n2c(CCC(=O)NCc3ccccc3)nnc12	.	4%	1%
CCN(CC(=O)Nc1c(F)cccc1F)C(=O)c1ccc(S(=O)(=O)N2CCCCCC2)cc1	-4%	-2%	3%
CN(c1ccc(F)cc1)S(=O)(=O)c1ccc(Cl)c(C(=O)NCc2ccco2)c1	.	-2%	-1%
Cc1nc(NC(=O)CN2CCOCC2)sc1-c1ccccc1	2%	-9%	6%
CC(C)C1N=C(c2ccc3c(c2)OCO3)CC(c2ccccc2O)N1 (centres undefined)	0%	-4%	-11%
CCCn1c(N2CCN(Cc3ccc(Cl)cc3)CC2)nc2ccccc21	7%	-2%	-22%
COC(C(=O)Nc1c(F)cccc1F)c1ccccc1 (centres undefined)	8%	-9%	-1%
Cc1cc(NC(=O)COc2ccc3ccccc3c2)no1	0%	-1%	9%
O=C(Nc1cccc(Cl)c1)OCc1cncs1	-12%	-7%	-6%
CCC(C(=O)Nc1c(C)cc(C)cc1C)n1c(=O)c(-c2ccccc2NC(C)=O)nc2ccccc21 (centres undefined)	.	-3%	-20%

Just FEN1 inhibitor and N370S GC mod, for some of the entries so far:
compound	FEN1 inhibitor	N370S GC mod
CN(c1ccc(F)cc1)S(=O)(=O)c1ccc(Cl)c(C(=O)NCc2ccco2)c1	-1%	.
Cc1cc(NC(=O)COc2ccc3ccccc3c2)no1	9%	0%

Among those listed so far, these contain a Cl atom:
SMILES	N370S GC mod	KAT2A inh	FEN1 inhibitor
CC(=O)c1c(C)[nH]c(C(=O)NNC(=O)COc2ccc(Cl)cc2C)c1C	-2%	-4%	-6%
O=[N+]([O-])c1ccc(NNS(=O)(=O)c2cc(Cl)ccc2Cl)nc1	-17%	-21%	7%
CS(=O)(=O)NN1C(=O)c2ccccc2NC1c1cc2ccccc2nc1Cl (centres undefined)	2%	0%	-17%
O=C(C1CCN(S(=O)(=O)c2ccc(Br)s2)CC1)N1CCN(c2cccc(Cl)c2)CC1	.	-11%	13%
O=C(NCc1ccc(Cl)cc1)c1ccc(CS(=O)Cc2cccc(Cl)c2)o1 (centres undefined)	-5%	-1%	15%
O=C(COc1ccc(Cl)cc1)NCCc1csc(-c2cccc(F)c2)n1	.	-13%	11%
COc1ccc(NC(=O)CN2CCN(S(=O)(=O)c3ccc(F)cc3)CC2)cc1Cl	4%	-5%	-12%
Cn1c(=O)c2sccc2n2c(CCC(=O)NCc3ccc(Cl)cc3)nnc12	.	-4%	-1%
N#C/C(=C/c1ccc(CNC(=O)C(=O)Nc2cc(Cl)cc(Cl)c2)o1)C(=O)NCc1cccnc1	4%	0%	4%
O=C(CCS(=O)(=O)c1ccc(Cl)cc1)Nc1ccc(N2CCOCC2)cc1	2%	-1%	-4%
Cc1ccc(Cl)c(Cn2cnc3c(cnn3C(C)(C)C)c2=O)c1F	.	?	3%&6%
Fc1ccc(-c2nc(Nc3cccc(Cl)c3)nc3c2COc2ccccc2-3)cc1	.	-7%	-1%
O=[N+]([O-])c1ccc(Cl)c(CN2CCSCC2)c1	0%	-3%	6%
CN(c1ccc(F)cc1)S(=O)(=O)c1ccc(Cl)c(C(=O)NCc2ccco2)c1	.	-2%	-1%
CCCn1c(N2CCN(Cc3ccc(Cl)cc3)CC2)nc2ccccc21	7%	-2%	-22%
O=C(Nc1cccc(Cl)c1)OCc1cncs1	-12%	-7%	-6%
